Screens from PubChem.
miR122 inh = inhibitors of miR-122 in Huh7 cells | Huh7 miR-122 Renilla luciferase sensor, 48 h; neutral wells = 0, positive control = 100 | activation (reporter increase), % at 12.5 µM | actives 0.3% (n = 340,000) | AID 602342;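 active = mean replicate activation score at least 90 and every replicate individually at or above 90; inconclusive = only one of the two criteria met; inactive = neither criterion met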;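 note: higher luciferase means less miR-122 activity so hits act as miR-122 inhibitors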
CASP6 VEID inh = inhibitors of human caspase-6; P55212; purified caspase-6, Z-VEID-R110 cleavage fluorescence; inhibition, % at 12.5 µM; actives 0.53% (n = 350,000);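 active = mean inhibition across replicates at least about 35%, with every replicate also reaching that limit, limit read from the data; inconclusive = only one of the two criteria met; inactive = neither criterion met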;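 note: 0% = median of neutral control wells and 100% = no fluorescence left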
Target sequence (P55212 24-179 limits assumed): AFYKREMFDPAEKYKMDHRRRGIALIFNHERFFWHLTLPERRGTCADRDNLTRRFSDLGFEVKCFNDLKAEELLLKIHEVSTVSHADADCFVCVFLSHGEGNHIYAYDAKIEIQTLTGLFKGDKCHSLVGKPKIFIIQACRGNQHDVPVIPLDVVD
Target sequence (P55212 194-293 limits assumed): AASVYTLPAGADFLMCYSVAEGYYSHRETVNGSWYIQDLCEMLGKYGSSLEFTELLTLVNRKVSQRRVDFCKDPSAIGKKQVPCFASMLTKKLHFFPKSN
SIRT5 block = blocks human SIRT5 desuccinylation of peptide. actives 1.1% (n = 330,000). Q9NXA8. Purified SirT5, succinyl-peptide AMC, trypsin-coupled fluorescence. inhibition, % at 15 µM; in the data active = inhibition above about 15%; inconclusive = no clear call, values can overlap the other calls
DENV2 CPE rescue = DENV2-induced cell death inhibition; DENV2-infected cells, cytopathic effect rescue, plate reader; CPE inhibition, % at 9.99 µM; actives 1.7% (n = 350,000); in the data active = CPE inhibition above about 20%, passing the limit was not always enough; inconclusive = no clear call, values can overlap the other calls; tested in BHK-21 cells;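 note: 0% = median of neutral control wells and 100% = median of positive control wells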
ERAP1 HTS inh = blocks human ERAP1 aminopeptidase activity | recombinant ERAP1, Leu-AMC fluorescence, 60 min | AID 652197 | actives 0.15% (n = 340,000) | Q9NZ08 | inhibition, % at 10.7 µM;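 active = mean replicate inhibition of at least 30%, or all replicates individually reaching that 30% level; inactive = mean below 30% and not every replicate reaching it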;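 note: 0% = neutral control wells and 100% = L-leucinethiol positive control wells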
ERp5 inh = inhibitors of human ERp5; Q15084; ERp5 insulin aggregation, absorbance 650 nm, 90 min; inhibition, % at 9.99 µM; actives 0.05% (n = 350,000); AID 651711;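 active = mean replicate inhibition above about 25%, with every replicate also reaching it, limit read from the data, passing the limit was not always enough; inconclusive = only one of those two criteria met; inactive = neither criterion met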
Target sequence (Q15084 whole entry, looked up): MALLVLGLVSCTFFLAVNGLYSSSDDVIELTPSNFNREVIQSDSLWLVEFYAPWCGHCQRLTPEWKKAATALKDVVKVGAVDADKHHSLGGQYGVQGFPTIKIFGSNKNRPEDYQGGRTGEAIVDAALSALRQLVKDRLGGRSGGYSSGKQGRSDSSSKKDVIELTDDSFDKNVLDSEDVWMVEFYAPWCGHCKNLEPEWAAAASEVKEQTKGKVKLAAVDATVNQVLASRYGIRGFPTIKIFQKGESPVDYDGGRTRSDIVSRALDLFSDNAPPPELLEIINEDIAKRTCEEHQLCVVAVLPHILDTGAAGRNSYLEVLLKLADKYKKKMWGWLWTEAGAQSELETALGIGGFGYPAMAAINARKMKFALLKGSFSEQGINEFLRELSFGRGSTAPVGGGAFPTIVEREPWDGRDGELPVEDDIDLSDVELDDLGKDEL
CFTR F508del cor = CFTR F508del correction in bronchial cells | CFBE cells, YFP halide quenching; stimulated with forskolin plus potentiator P3; % fluorescence drop versus neutral controls | activity (quench increase), % at 7.58 µM | actives 0.36% (n = 350,000);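 active = mean added fluorescence quench of at least 8% versus neutral control, with both replicates also reaching 8%; inconclusive = only one of the mean or replicate conditions met; inactive = mean below 8% and not both replicates reaching 8%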;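 note: cells transiently co-express mutant CFTR-F508del with the halide-sensitive YFP; corrector assay measuring rescue of mutant channel to the surface after 24 h compound exposure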
Active calls of the source: *; ? = inconclusive; nt = no result given; & = joins results of further samples; [ ] = remark or other dose.

#	Structure	CFTR F508del cor	SIRT5 block	CASP6 VEID inh	miR122 inh
1	CCOc1cc2c(cc1/C=C1/NC(=O)N(CC(=O)OC)C1=O)OCO2	0.5	-1	-4	nt
2	Cc1ccn2c(=O)nc(SCC(=O)Nc3ccc4c(c3)OCCO4)nc2c1	0.7	6	8	nt
3	O=C(O)CSc1nnc(-c2ccc(Cl)cc2Cl)n1-c1ccc(Cl)cc1	0.0	7	0	1
4	O=c1onc(-c2ccccc2)n1-c1cc(Cl)cc(Cl)c1	-1.1	2	-2	-3
5	O=c1c2ccccc2oc2ccc(NCCCN3CCOCC3)cc12	4.4	0	0	-3
6	CCONC(=NC)c1nonc1N	4.5	-1	-3	4
7	CCc1ccc(NC(=O)c2cnn3ccccc23)cc1	2.4	1	1	4
8	COc1ccccc1NC(=O)N(C)C[C@@H]1OCc2cnnn2CCCC(=O)N([C@H](C)CO)C[C@@H]1C	-0.5&0.5	3	0&2	-5
9	CCCCn1c(NS(=O)(=O)c2ccccc2)c(S(=O)(=O)c2ccc(C)cc2)c2nc3ccccc3nc21	-2.0	0	98*	nt
10	Cc1oc(S(=O)(=O)N2CCCCC2)cc1NC(=O)Nc1ccc(Cl)cc1	-3.0	1	3	nt
11	Cc1nn(-c2cccc(C(F)(F)F)c2)c(Cl)c1/C=N/Nc1cccc(C(=O)O)c1	nt	2	6	nt
12	Cc1c(C)n(C)c2ccc(C(=O)N3CCN(c4ccccn4)CC3)cc12	-3.5	-3	2	1
13	COc1ccc(-c2cc(C(=O)N3CCCC3)no2)cc1	-0.2	-2	2	-5
14	CC(=O)c1ccc(OCc2cc(C(=O)N(C)CC3COc4ccccc4O3)no2)cc1 (stereo not given)	2.5	-5	2	-1
15	Cc1ccc(NC(=O)CCN2CCCCC2)cc1	-0.9	-7	-1	3

#	ERAP1 HTS inh	DENV2 CPE rescue	ERp5 inh
1	1	12	2
2	-1	-2	4
3	-1	-6	-1
4	nt	-1	-1
5	-1	?	0
6	-1	6	1
7	-1	?	6
8	-2&-1	-5&0	-7&0
9	1	-8	2
10	-8	0	3
11	1	0	-2
12	-1	?	2
13	-5	-2	2
14	3	-2	1
15	1	-2	1

Other entries.
#	Structure	CFTR F508del cor	SIRT5 block	CASP6 VEID inh	miR122 inh
16	O=[N+]([O-])c1ccc2c(c1)C(N1CCOCC1)/C(=C/C1(O)CCCCC1)O2 (stereo not given)	0.3	8	0	-5
17	COc1ccc(Nc2cc(NCCCO)c([N+](=O)[O-])c3nonc23)cc1	3.3	-3	4	-9
18	COc1ccc(C2C=C(C34CC5CC(CC(C5)C3)C4)NC(=S)N2)cc1OC (stereo not given)	4.7	nt	0	17
19	CCc1c(C)c(C#N)c2nc3ccccc3n2c1NCCOC	0.6	-3	2	nt
20	Cc1ccc(C(=O)O/N=C/c2ccc3c(c2)OCO3)cc1	1.9	1	-1	5
21	CC1=CC(=O)C(C(C)=Nc2cccc(Cl)c2)C(=O)O1 (stereo not given)	-4.9	-5	0	-7
22	COc1ccccc1-c1ccc([C@H]2[C@@H](C#N)N(C(=O)CN(C)C)[C@@H]2CO)cc1	0.8	2	4	nt
23	C[C@@H]1CN([C@H](C)CO)C(=O)c2cc(NC(=O)NC3CCCCC3)ccc2O[C@@H]1CN(C)S(=O)(=O)c1ccc(F)cc1	-2.4	3	0	52[16.7 µM]
24	O=C(Nc1ccc(Cl)cn1)c1ccc(Br)c(S(=O)(=O)N2CCCCC2)c1	1.2	nt	-1	-2
25	COc1ccc(CCNC(=O)C2CCN(S(=O)(=O)c3ccc4nc5c(c(C(=O)O)c4c3)CCCC5)CC2)cc1OC	-0.9	-4	14	-2
26	CCC(CC)=NNc1ccc([N+](=O)[O-])cc1[N+](=O)[O-]	-0.6	0	-1	nt
27	Cc1cc(F)ccc1S(=O)(=O)Nc1ccccc1C(=O)NCc1cccnc1	-0.8	-7	5	nt
28	COCC(=O)N1CCC(Oc2ccc(C(=O)N3CCCCCCC3)cc2)CC1	-0.8	3	-5	-6
29	COc1ccc(NC(=S)Nc2cc(C)ccn2)c(OC)c1	nt	-5	2	nt
30	C[C@@H]1CN([C@@H](C)CO)C(=O)c2cc(C#CC3CCCC3)cnc2O[C@@H]1CN(C)S(C)(=O)=O	2.8	0	0	nt

#	ERAP1 HTS inh	DENV2 CPE rescue	ERp5 inh
16	1	1	-8
17	-1	10	1
18	-2	-3	-3
19	-1	-3	2
20	-3	-17	1
21	-4	1	1
22	-2	1	1
23	2	-1	1
24	2	-5	2
25	6	12	1
26	-2	1	1
27	-1	-2	18
28	0	-2	13
29	2	nt	2
30	0	-3	3

Further compounds
#	Structure	CFTR F508del cor	SIRT5 block	CASP6 VEID inh	miR122 inh
31	Cc1noc(C)c1NC(=O)Nc1ccc2c(c1)C(=O)N([C@H](C)CO)C[C@@H](C)[C@@H](CN(C)S(=O)(=O)c1ccc(Cl)cc1)OCCCC[C@H](C)O2	0.0	9	-3	13[16.7 µM]
32	COCCN(C(=O)CSc1nc2ccccc2c(=O)n1CCOC)c1c(N)n(Cc2ccccc2)c(=O)[nH]c1=O	-1.7	1	0	nt
33	C[C@H]1CN([C@@H](C)CO)C(=O)Cc2cc(NC(=O)C3CCCCC3)ccc2O[C@H]1CN(C)Cc1ccc2c(c1)OCO2	1.5	5	3	2[16.7 µM]
34	CC(C)C(NC(=O)c1ccccc1F)C(=O)OCC(=O)c1ccc(F)cc1 (stereo not given)	-1.6	-3	-1	-3
35	CC1(CCc2ccccc2)NC(=O)N(CC(=O)N2CCc3ccccc32)C1=O (stereo not given)	-3.7	nt	1	-2
36	Cc1ccccc1NC(=O)c1cccc(S(=O)(=O)Nc2cccc(C(=O)O)c2)c1	-1.3	0	-1	-4
37	Oc1ccccc1C=NN=Cc1c(O)ccc2ccccc12	0.4	0	1	nt
38	Cn1c(COc2ccccc2)nnc1SCc1nc2ccccc2[nH]1	2.7	0	-1	6
39	CC(C)c1ccc(CC(NC(=O)c2ccccc2)C(=O)NCC(=O)O)cc1 (stereo not given)	-3.1	3	0	nt
40	Clc1cccc(Cl)c1C1=NOC(c2nnc(-c3ccccc3)o2)C1 (stereo not given)	1.7	-2	0	-3
41	CCC(CC)NC(=O)COC(=O)CCC(=O)c1cccs1	-1.3	1	-1	nt
42	COC(=O)Cn1c(CN2CCc3ccccc3C2)nc2c1c(=O)n(C)c(=O)n2C	5.1	-5	24	-8
43	Cc1ccc(C2CC(c3cccc(C)c3)n3nc(N)nc3N2)cc1 (stereo not given)	-1.7	nt	5	nt
44	C=CCSc1cc(C)nc2c(-c3ccccc3)cnn12	1.6	-2	2	nt
45	CC(=O)NC(C)c1nc2ccccc2n1CC(=O)NC(C)CCc1ccccc1 (stereo not given)	1.3	-7	0	nt

#	ERAP1 HTS inh	DENV2 CPE rescue	ERp5 inh
31	4	11	2
32	-9	4	-3
33	0	1	1
34	1	-4	2
35	4	-9	1
36	0	-6	1
37	1	12	-10
38	0	-3	4
39	4	-4	-3
40	2	1	6
41	2	-17	-5
42	6	3	-4
43	0	?	3
44	0	-2	nt
45	6	-12	0

Later entries.
#	Structure	CFTR F508del cor	SIRT5 block	CASP6 VEID inh	miR122 inh
46	CN(Cc1ccc(Br)s1)C(=O)CNC(=O)c1ccc2c(c1)OCO2	-5.9	-4	4	1
47	Cc1ccc(-c2cc(-c3ccc(F)cc3)c(C#N)c(N)n2)o1	4.4	-3	5	-7
48	C/C(CC(=O)Nc1ccc(Cl)cc1C(F)(F)F)=N\NC(=O)c1ccccn1	0.6	-4	-1	nt
49	O=C(/N=C1/c2ccccc2CN1c1ccccc1)Nc1ccccc1	nt	0	2	nt
50	COc1ccc(CNC(=O)COC(=O)c2cncc(Br)c2)cc1	-0.1	-4	1	-5
51	O=c1c2c(nc3cc(-c4ccccc4Cl)[nH]n13)CCS2	-3.8	-5	2	nt
52	CC(C)NC(=O)Nc1cccc2c1O[C@@H](CN(C)C(=O)Nc1cccc3ccccc13)[C@@H](C)CN([C@@H](C)CO)C2=O	2.7	-1	-2	10[16.7 µM]
53	Cc1ccccc1-c1ccc([C@H]2[C@H]3CN(C(=O)Nc4cccc(F)c4)CCCCN3[C@H]2CO)cc1	-0.1	1	-1	-5[16.7 µM]
54	COc1ccc(/C=C/C(=O)N(Cc2cccs2)C2CCS(=O)(=O)C2)cc1 (stereo not given)	0.0	0	0	1
55	COc1ccc(-c2nc3cc([N+](=O)[O-])ccc3o2)cc1OC	-1.4	-1	2	nt
56	CCOC(=O)N1CCC(N2C(=O)c3ccc(C(=O)Nc4ccc(OC)c(OC)c4)cc3C2=O)CC1	2.4	1	-3	-2
57	C/C(=N\NC(=O)CCCCCNC(=O)c1ccccc1)c1ccccc1O	nt	-1	-1	nt
58	Nn1cnnc1SCC(=O)N(C1CCCCC1)C1CCCCC1	-2.1	1	1	-7
59	O=C(Nc1ccc(S(=O)(=O)NCCc2ccccc2)cc1)c1ccncc1	-1.8	-1	-4	nt
60	Cc1ccc(C(=O)Nc2nc(=O)n(C(=O)C3CC3)s2)cc1	1.9	2	3	nt
61	CCc1nc2ccc(C(=O)NCc3ccc(OC)cc3)cn2c1N(CC)Cc1cccc(Br)c1	0.3	nt	-1	-6
62	CN1CCN(C(=O)c2cc3c(c(-c4cccc(-c5cc6ccccc6o5)c4)n2)[C@H](CCO)N(S(=O)C(C)(C)C)C3)CC1 (stereo not given in full)	0.2	2	-1	-2
63	CCN(C(=O)c1ccc(NC(=O)C2CCCCC2C(=O)O)cc1)c1ccccc1 (stereo not given)	1.9	nt	2	15

#	ERAP1 HTS inh	DENV2 CPE rescue	ERp5 inh
46	0	1	-3
47	-2	nt	-2
48	3	3	1
49	-1	4	6
50	9	4	1
51	10	4	0
52	2	?	4
53	3	-5	-6
54	-4	0	2
55	-5	-2	0
56	-6	-2	4
57	0	16	-3
58	1	-6	-6
59	-1	-5	-2
60	0	nt	-5
61	-1	-2	-2
62	5	7	4
63	-2	16	-1

Among those listed so far, 4 have bromine:
#	Structure	CFTR F508del cor	SIRT5 block	CASP6 VEID inh	miR122 inh
24	O=C(Nc1ccc(Cl)cn1)c1ccc(Br)c(S(=O)(=O)N2CCCCC2)c1	1.2	nt	-1	-2
46	CN(Cc1ccc(Br)s1)C(=O)CNC(=O)c1ccc2c(c1)OCO2	-5.9	-4	4	1
50	COc1ccc(CNC(=O)COC(=O)c2cncc(Br)c2)cc1	-0.1	-4	1	-5
61	CCc1nc2ccc(C(=O)NCc3ccc(OC)cc3)cn2c1N(CC)Cc1cccc(Br)c1	0.3	nt	-1	-6

#	ERAP1 HTS inh	DENV2 CPE rescue	ERp5 inh
24	2	-5	2
46	0	1	-3
50	9	4	1
61	-1	-2	-2
